# Bioassay records: PubChem, National Center for Advancing Translational Sciences (NCATS)
# D1 ag: human D1 receptor agonism | P21728 | HEK293 T-REx D1 cells, calcium flux, agonist mode | activation, % at 2 µM | AID 504660 | actives 1% (n = 360,000); further: 0% is about no effect
#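 Agonism was scored from calcium flux recorded over 180 s (1 read/s) after pintool compound addition, following a 10-cycle baseline. Cells were inducible force-coupled HEK293 TREx D1, plated overnight at 30 C and loaded with no-wash calcium dye.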
# RXFP1 antagonist: antagonists of human relaxin receptor RXFP1; Q9HBX9; HEK293-RXFP1, relaxin-stimulated cAMP HTRF, 30 min; active compounds read low; activity change, negative = inhibition, % at 57.5 µM; actives 0.59% (n = 350,000); AID 1259400;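 active means activity change of -60% or lower, but not beyond a set lower limit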; further: on the % scale 0 is the no-effect control and ±100 the full control effect
# TRHR enhancer: TRH receptor (human) allosteric enhancement; enhancement, % at 2 µM; TRHR cells, fluo-8 calcium fluorescence, EC20 TRH enhancement; actives 0.66% (n = 360,000); AID 493056; in the data active means enhancement above about 30%; further: 0% is about no effect
# Target sequence (P34981 whole entry, looked up): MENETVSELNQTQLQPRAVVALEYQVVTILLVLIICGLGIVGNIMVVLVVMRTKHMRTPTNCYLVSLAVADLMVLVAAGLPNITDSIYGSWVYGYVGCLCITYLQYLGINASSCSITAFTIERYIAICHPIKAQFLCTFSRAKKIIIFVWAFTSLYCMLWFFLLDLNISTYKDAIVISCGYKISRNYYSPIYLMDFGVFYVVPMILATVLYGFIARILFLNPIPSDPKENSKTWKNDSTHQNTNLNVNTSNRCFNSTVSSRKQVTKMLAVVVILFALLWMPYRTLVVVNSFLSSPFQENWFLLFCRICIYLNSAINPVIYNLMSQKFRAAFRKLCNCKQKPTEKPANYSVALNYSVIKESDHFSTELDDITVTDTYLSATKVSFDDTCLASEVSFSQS
#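 Enhancer read-out: after compound pinning and an initial kinetic agonist-mode read, an EC20 of TRH (10 nM final) was injected and fluo-8 calcium signal (Ex 480/Em 530) followed at 1 s/cycle for 100 cycles in TRHR-expressing cells.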
# TRHR ag: TRH receptor (human) agonism; P34981; TRHR cells, calcium flux fluo-8, FDSS agonist mode; activation, % at 2 µM; actives 0.18% (n = 360,000); AID 493084; further: 0% is about no effect
#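 TRHR-expressing cells loaded with fluo-8 calcium dye; 23 nL library compound pin-transferred, kinetic FDSS fluorescence (Ex 480/Em 530) recorded about 180 s for agonist-induced calcium release, before a 10 nM TRH EC20 addition for potentiator mode.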
# D2 potentiator: positively modulates the human D2 dopamine receptor allosterically. AID 485347. HEK293 T-REx D2, calcium flux, EC20 dopamine potentiation. potentiation, % at 10 µM. actives 0.34% (n = 340,000). P14416;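 active means potentiation over 3 SD above the plate norm, cut at about 30% in these data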; further: 0% is about no effect
# Target sequence (P14416 whole entry, looked up): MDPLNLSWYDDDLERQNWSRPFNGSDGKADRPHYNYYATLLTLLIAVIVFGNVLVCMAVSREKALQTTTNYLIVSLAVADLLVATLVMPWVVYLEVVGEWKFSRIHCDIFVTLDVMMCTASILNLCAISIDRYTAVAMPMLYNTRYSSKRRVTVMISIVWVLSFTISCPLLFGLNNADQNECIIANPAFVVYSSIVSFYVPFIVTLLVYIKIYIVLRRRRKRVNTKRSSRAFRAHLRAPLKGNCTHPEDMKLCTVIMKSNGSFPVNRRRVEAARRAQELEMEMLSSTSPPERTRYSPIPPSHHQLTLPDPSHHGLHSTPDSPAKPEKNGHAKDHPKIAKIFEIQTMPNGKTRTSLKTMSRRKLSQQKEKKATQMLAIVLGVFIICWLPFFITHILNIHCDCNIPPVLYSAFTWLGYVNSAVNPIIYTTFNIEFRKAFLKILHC
#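 Tetracycline-induced Hek293 Trex D2 cells, force-coupled to calcium, loaded with no-wash calcium dye. Compound added with 180 s kinetic read for agonism, then EC20 dopamine and a further 180 s read for potentiation.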
# D2 antagonist: D2 dopamine receptor (human) antagonism. inhibition, % at 10 µM. actives 2% (n = 340,000). AID 485344. HEK293 TREx D2 cells, calcium flux, dopamine EC80. P14416; in the data active means inhibition above about 30%; further: 0% is about no effect
#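 Measurement of antagonist activity uses fluorescent calcium dye in inducible HEK293 T-REx D2 cells: 10 s baseline, compound addition with 180 s read, EC80 dopamine addition with a further 180 s read.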
# D1 antagonist: human D1 dopamine receptor antagonism | actives 3.2% (n = 360,000) | HEK293 TREx D1 cells, calcium flux, dopamine EC80; active compounds read low | activity change, negative = inhibition, % at 10 µM | P21728 | AID 504652; in the data active means activity change below about -30%; further: on the % scale 0 is the no-effect control and ±100 the full control effect
#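 Compound effects on dopamine-evoked calcium signalling were measured in tetracycline-induced HEK293 Trex D1 cells. Dopamine at EC80 followed a 180 s compound pre-read, and fluorescence was tracked kinetically for 180 s more.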
# D1 PAM: human D1 dopamine receptor positive modulation; potentiation, % at 10 µM; P21728; HEK293 TREx D1 cells, calcium flux, dopamine EC20 potentiation; actives 0.036% (n = 360,000); in the data active means potentiation above about 30%; further: 0% is about no effect
# D2 agonist: D2 dopamine receptor (human) agonism. P14416. HEK293 T-REx D2 cells, calcium flux agonist mode. activation, % at 2 µM. actives 0.53% (n = 340,000). AID 485358;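 active means activation over 3 SD above normal in the single-dose calcium agonist read, cut at about 30% in these data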; further: 0% is about no effect
#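 Tetracycline-induced HEK293 T-REx cells with force-coupled D2 receptor, plated overnight at 30 C, loaded with no-wash calcium dye. After a 10 s baseline, compound was pin-added and calcium flux read kinetically for 180 s; calcium rises flagged agonists.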
# * hit, by the source's call; . = no result given; & = joins results of further samples; ! = a repeat was not active. Unless noted, no stated cut-off is given here; in the data, active means activation above about 30%; inactive means the rest.
cpd	Structure	D1 ag	RXFP1 antagonist	TRHR enhancer	TRHR ag	D2 potentiator	D2 antagonist	D1 antagonist	D1 PAM	D2 agonist
1	O=C(COC(=O)C1=COCCO1)NC(=O)c1ccc(OC(F)F)cc1	2.2	-17.6	17.6	-0.2	7.0	-23.3	20.5	-2.3	0.1
2	COc1ccc(S(=O)(=O)N2CCC(C(N)=O)CC2)c2ccccc12	2.3	-2.7	0.4	0.0	-2.2	-8.8	-9.2	-5.8	-0.5
3	O=C(/C=C/c1ccccc1)Nc1cc(-c2nc3cc(Cl)ccc3o2)ccc1Cl	-1.3	-9.4	0.5	0.2	15.1	.	-9.9	-1.8	0.2
4	Cc1ccc2oc(=O)c3cc(C(=O)N4CCN(c5ccccc5)CC4)sc3c2c1	-0.7	.	4.5	0.0	1.2	.	5.8	-2.5	-1.1
5	COc1ccc(-n2c(SCC(=O)O)nnc2-c2ccc(NC(=O)c3ccccc3)cc2)cc1	2.1	-15.4	1.2	-1.2	20.1	-8.1	14.9	8.7	-2.0
6	Cc1c(NC(=O)c2nn3c(c2Br)NC(c2ccccc2)CC3C(F)(F)F)c(=O)n(-c2ccccc2)n1C (stereo not drawn)	-0.8	4.3	-0.2	0.0	-1.5	1.3	-12.7	0.9	0.7
7	Cc1ccc(C)n1-n1cnc2sc3c(c2c1=O)CCCCC3	0.9	-5.6	-4.7	-1.7	4.4	1.2	-5.4	-1.6	-0.6
8	COc1ccc2nc(Nc3ccc4c(c3)OCO4)sc2c1	6.0	2.0	-0.1	6.7	10.5	-6.0	-7.4	-4.3	3.3
9	CCN(CC)S(=O)(=O)c1cccc(C(=O)NC2CCCCC2)c1	4.7	-8.8	2.8	0.2	9.0	9.4	0.8	-9.1	0.2
10	NC(=O)C1CCCN(C(=O)c2cccc(NC(=O)c3cccs3)c2)C1 (stereo not drawn)	0.2	0.4	-3.0	-0.3	-7.9	-18.8	-10.9	6.5	0.5
11	COc1ccc(S(=O)(=O)n2cccc2)c(OC)c1	6.4	0.2	32.3*	-0.1	-3.7	9.1	11.7	4.0	0.3
12	O=C1C(=O)N(c2cccc(Cl)c2)C(c2ccccc2[N+](=O)[O-])/C1=C(\O)c1ccccc1 (stereo not drawn)	2.5	-2.3	-2.0	1.4	-1.7	-2.6	-51.0*	-9.4	0.4
13	Cc1ccccc1OS(=O)(=O)c1cn(C)c(=O)n(C)c1=O	2.0	-22.2	0.9	0.5	-2.4	-3.8	-5.3	0.8	0.4
14	CC1CC(C)CN(CCCNC(=O)CN2C(=O)COc3ccc(S(=O)(=O)N4CCOCC4)cc32)C1 (stereo not drawn)	-1.1	9.6	-12.7	0.3	-4.9	.	-10.3	-5.7	.
15	CN(CCO)c1nc(NCc2ccccc2)c2cnn(C)c2n1	3.3	-0.9	-0.6	-0.3	-1.1	3.5	-3.8	-2.9	-0.2

# Three compounds out of the list, ordered by number of heavy atoms, high to low:
cpd	Structure	D1 ag	RXFP1 antagonist	TRHR enhancer	TRHR ag	D2 potentiator	D2 antagonist	D1 antagonist	D1 PAM	D2 agonist
6	Cc1c(NC(=O)c2nn3c(c2Br)NC(c2ccccc2)CC3C(F)(F)F)c(=O)n(-c2ccccc2)n1C (stereo not drawn)	-0.8	4.3	-0.2	0.0	-1.5	1.3	-12.7	0.9	0.7
4	Cc1ccc2oc(=O)c3cc(C(=O)N4CCN(c5ccccc5)CC4)sc3c2c1	-0.7	.	4.5	0.0	1.2	.	5.8	-2.5	-1.1
1	O=C(COC(=O)C1=COCCO1)NC(=O)c1ccc(OC(F)F)cc1	2.2	-17.6	17.6	-0.2	7.0	-23.3	20.5	-2.3	0.1

# New compounds follow.
cpd	Structure	D1 ag	RXFP1 antagonist	TRHR enhancer	TRHR ag	D2 potentiator	D2 antagonist	D1 antagonist	D1 PAM	D2 agonist
16	CC(=O)C1C(=O)CC(C)(O)C(C(C)=O)C1c1ccc(N(C)C)cc1 (stereo not drawn)	0.2	5.5	5.5	0.1	9.3	16.6	-2.0	3.8	1.7
17	O=[N+]([O-])c1ccc(/C=N/NS(=O)(=O)c2ccc(Cl)cc2)o1	-1.3	.	-2.3	0.8	3.1	45.4*	4.8	10.9	1.2
18	COc1ccc(NC(=O)OCCN2CCN(Cc3ccccc3)CCC2=O)cc1	0.1	.	7.0	-0.1	4.3	-2.8	-1.7	-3.9	0.9
19	Cc1ccc(Nc2c([N+](=O)[O-])cc(C(=O)N3CC(=O)Nc4ccccc43)cc2[N+](=O)[O-])c(C)c1	-1.7	0.2	-9.7	0.7	8.3	-9.2	17.1	7.6	0.0
20	S=C(NCc1ccco1)N1CCOCC1	2.5	-2.3	-0.2	0.1	4.4	4.7	-10.5	-3.5	-0.2
21	COc1ccccc1Nc1nn2c(=O)c3ccc(C(=O)N4CCCC(C)C4)cc3nc2s1 (stereo not drawn)	0.9&2.0	-6.6	4.3&8.6	0.2&-0.3	36.9*!	-42.2	0.5&2.7	-6.4&-1.2	-1.0&0.5
22	CC(C)(CO)N1CCN(C(=S)Nc2ccccc2)CC1	2.4	-7.1	3.4	-0.2	10.2	18.9	-10.6	5.0	0.9
23	O=C1CC(c2c[nH]c3ccccc23)C(=O)N1c1ccccc1 (stereo not drawn)	-1.5	3.7	3.3	0.2	0.8	1.1	-33.7*	-5.8	0.6
24	O=C(CN(Cc1ccccc1F)C(=O)Cn1nnc(-c2cccs2)n1)NCC1CCCO1 (stereo not drawn)	3.2	1.8	-0.6	-0.5	-5.6	-10.7	-2.5	-3.9	-0.1
25	N#Cc1nc(COc2cccc(Cl)c2)oc1NCCN1CCOCC1	4.2	-6.6	0.0	-0.1	-1.6	-5.8	14.8	-3.4	-0.9
26	COc1ccccc1N1CCN(c2cc(C)nc3nc(C)nn23)CC1	2.9	-26.5	9.0	-0.1	-6.9	18.2	-10.9	-4.8	0.2
27	CCOC(=O)C1CCN(CC(C)(C)NS(=O)(=O)c2ccccc2)CC1	4.0	-2.9	2.1	0.3	.	-1.0	-11.7	-10.1	0.4
28	O=C(Nc1ccccc1)N(CCN1CCOCC1)Cc1cccc(Cl)c1	-0.5	2.2	2.2	-0.1	4.0	3.6	26.1	-1.6	0.0
29	CCOC(=O)c1ccc(NC(=O)CSc2nc3c([nH]c4ccccc43)c(=O)n2C)cc1	0.7	4.4	0.3	-0.1	-5.3	.	-5.1	-5.2	0.4
30	CC(=O)c1ccc(NC(=O)c2cccs2)cc1	1.6	4.0	1.7	0.3	0.4	-8.1	9.1	0.1	-1.4
31	CC(C)C(NS(=O)(=O)c1cc(C(=O)O)ccc1Cl)C(=O)O (stereo not drawn)	3.2	13.1	1.6	-0.2	14.6	-9.2	-4.8	0.9	1.1
32	COc1cc(/C=N/NC(=O)NC23CC4CC(CC(C4)C2)C3)ccc1OCC(N)=O	-0.4	-0.2	0.2	0.1	9.1	-11.0	12.2	-2.0	-0.2
33	CC(=O)N1c2ccc(S(=O)(=O)NCCC(=O)NCc3ccc(F)cc3)cc2CC1C (stereo not drawn)	0.4	11.0	-3.6	0.6	5.1	10.2	4.7	-5.5	-1.7
34	COc1cc2c(cc1OC)C(c1ccccc1Br)NC(=O)C2 (stereo not drawn)	7.2	-10.4	-2.4	0.1	-0.5	-1.6	-14.9	-2.7	-1.1
35	NS(=O)(=O)c1ccc(-c2ccc(C=NC3CCS(=O)(=O)C3)o2)cc1 (stereo not drawn)	1.1	5.3	-8.0	0.0	-5.1	-2.6	-0.9	-0.1	0.4
36	O=C(CCNS(=O)(=O)c1ccccc1C(F)(F)F)NNC(=O)C1COc2ccccc2O1 (stereo not drawn)	-0.1	-3.1	-5.9	-0.7	-5.4	8.1	31.7	-2.4	-0.6
37	CC(C)OCCCNCc1cccs1	0.9	-7.9	-2.1	0.3	13.0	-18.2	-3.5	-5.3	-0.6
38	CC1=C(C(=O)Nc2ccccc2)C(c2ccncc2)n2nc(SCc3ccccc3)nc2N1 (stereo not drawn)	4.1	.	-0.5	0.5	-19.5	.	-5.4	-1.4	1.6
39	CCCCN1C(Nc2ccccc2)=NC[C@@H]1Cc1ccccc1	15.7	.	8.7	0.6	-11.9	0.5	2.8	-6.0	0.2
40	Cc1ccc(S(=O)(=O)N2CCOCC2)cc1C(=O)OC(C)C(=O)c1ccccc1 (stereo not drawn)	5.0	-8.1	-1.8	-0.6	-2.2	36.6*	0.1	-1.4	-1.1
41	COc1ccc(OC)c(/C=N/NC(=O)c2ccc3nc[nH]c3c2)c1	0.0	0.5	2.2	0.3	-1.2	-7.0	-2.8	-2.9	0.8
42	COC(=O)C1CC(=O)N(c2ccc(OCc3ccccc3Cl)cc2)C1 (stereo not drawn)	1.8	-21.6	-0.5	-0.2	8.6	-9.9	5.2	-9.0	0.3
43	COc1ccc2c(C=Nc3c(C)n(C)n(-c4ccccc4)c3=O)c(O)n(Cc3ccco3)c(=O)c2c1	4.4&23.2	3.9	6.5&-11.8	-0.6&3.4	5.3&-4.0	-4.1&0.9	-10.1&-15.6	-5.5&-4.8	-0.4&1.9
44	COc1cc(OC)cc(C(=O)N/N=C/c2ccc(OC)c(COc3ccc4ccccc4c3)c2)c1	8.9	-11.3	6.1	-0.3	13.9	7.9	3.1	0.1	-0.1
45	COc1ccccc1N1CCN(C(=O)C2CCN(S(=O)(=O)c3cccs3)CC2)CC1	3.2	.	-6.7	-1.7	0.3	.	-8.6	4.7	0.3
46	CC1(C)CC(=O)C2=C(C1)OC(N)=C(C#N)C2c1ccc[nH]1 (stereo not drawn)	9.3	-14.6	4.7	1.1	5.5	13.3	-5.1	1.3	0.2
47	COc1ccc(NC(=O)Cn2nnc(C(=O)Nc3ccc(F)c(Cl)c3)c2N)cc1	4.7	-2.0	0.9	1.4	2.8	3.6	-3.0	-4.8	-0.4
48	CCn1c(=S)sc2c(=O)n(CC(=O)Nc3ccccc3OC)c(C)nc21	0.1	-0.4	-11.7	-1.0	13.5	-9.1	-13.5	1.9	-0.5
49	Cc1ccc(C(=O)NCCc2cccc(Cl)c2)cc1[N+](=O)[O-]	2.3	3.3	-2.5	-0.6	-15.3	-12.3	-7.0	-2.8	-0.9
50	Cc1ccc(NC(=O)C(C)c2cccc(C(=O)c3ccccc3)c2)cc1 (stereo not drawn)	18.8	-3.8	-5.2	0.8	3.4	2.0	-23.9	-10.0	-0.8
51	O=C(NCc1ccccn1)C1C2C=CC(C2)C1C(=O)Nc1ccc(F)cc1 (stereo not drawn)	1.8	-5.0	-3.1	-0.2	-1.8	6.5	-2.9	-1.7	0.4
52	Cc1cccc(C)c1OCC(=O)N(Cc1ccccc1F)C1CCS(=O)(=O)C1 (stereo not drawn)	-0.4	-7.6	-3.1	0.0	-5.1	.	-2.3	0.8	3.3
53	NC(=O)CSc1nccn1Cc1ccc2c(c1)OCO2	3.5	-4.2	2.8	-0.3	10.9	-3.0	1.5	-0.7	0.5
54	CCC(=O)N1CCC2(CC1)Oc1ccc(Cl)cc1C(=O)C21CC(c2ccc(Cl)cc2)=NO1 (stereo not drawn)	8.9	.	0.1	-0.7	-4.0	6.9	4.7	2.6	-0.5
